Bioassay records from PubChem BioAssay.
NOD1 inhibition: NOD1 signaling inhibitors, primary screen, cell-based, luminescence, uHTS (AID 1578); NOD1-driven NF-kB luciferase reporter cells, luminescence; higher % means a stronger effect; 290,000 compounds, 1% hits; one-dose inhibition, % at 4 µM; EC50 in µM for titrated hits; in the data active = inhibition mostly above about 36%, no sharp cut-off; inactive = mostly below about 34%;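 note: HEK-293T reporter cells stimulated with the NOD1 agonist gamma-tri-DAP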
Dynein transport: inhibitors of GR-EGFP nuclear translocation, primary screen, dynein cargo transport inhibitor project, imaging, high-content, 3617.4 mouse cells. test concentration mostly 20 µM; stimulated with dexamethasone, 1 µM; active compounds read low. z-score, hits read low. 220,000 compounds, 0.47% hits;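 active = plate z-score of nuclear minus cytoplasmic receptor signal below a set negative limit, without overly bright fluorescence or cell loss, cut at about -3.5 in these data, passing the limit was not always enough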;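 note: z-score of nuclear minus cytoplasmic ring GR-EGFP intensity difference per well; some compounds called inactive have numbers as strong as hits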
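Buffer or medium: tetracycline-free induction medium containing charcoal-stripped FBS / Reagent: dexamethasone agonist, 1.0 µM final, for 30 min / Technique: automated 10x imaging of fixed Hoechst-stained cells / Times: induction 48 h, compound 1 h, agonist 30 min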
Yfh1-depleted yeast: enhancers of respiration in Yfh1-depleted yeast, dose response, Friedreich's ataxia, plus single-dose screen (AID 1465) | 220,000 compounds, 0.074% hits | one-dose fold induction at 50 µM; EC50 in µM for titrated hits | S. cerevisiae Yfh1-off respiration, WST-1 reduction, 72 h; higher fold induction means a stronger effect;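 active = fold induction of absorbance versus untreated yeast above a set limit, then at least 30% activation at any dose in follow-up; inconclusive = repeats straddling the limit, or above it without dose testing; inactive = fold induction below the set limit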;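 note: activators that raise dye reduction in frataxin-depleted yeast; strong numbers were not always called active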
P. falciparum M17LAP: P. falciparum M17LAP inhibitors, primary screen, biochemical, fluorogenic H-Leu-NHMec substrate, 1536-well (AID 1619); recombinant M17LAP, H-Leu-NHMec fluorogenic kinetic assay; higher % means a stronger effect; 220,000 compounds, 0.38% hits; one-dose inhibition, % at 30 µM; IC50 in µM for titrated hits; Leucine aminopeptidase (Plasmodium falciparum (isolate 3D7));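 active = compound inhibiting the enzyme by more than half at any dose during confirmatory dose-response retesting; inconclusive = strong single-dose inhibitors picked by rank but not retested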;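 note: plate controls were full reaction with DMSO carrier for no effect and no enzyme background for full effect; strong numbers were not always called active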
NOD2 inhibition: NOD2 signaling inhibitors, cell-based, luminescence, uHTS, HEK293 (AID 1566) | 290,000 compounds, 0.63% hits | HEK293 NOD2/NF-kB luciferase reporter, luminescence; higher % means a stronger effect | one-dose inhibition, % at 4 µM; EC50 in µM for titrated hits; in the data active = inhibition above about 50%; note: many of its hits are not listed in these tables
Autophagy mod: autophagy modulators in MEF cells, primary screen, imaging, high-content, MEF GFP-LC3. MEF GFP-LC3 puncta imaging; test concentration mostly 10 µM. calls only at 10 µM (by protocol). 190,000 compounds, 0.98% hits. AID 463193, 2010;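 active = percentage of spot-positive cells more than 3 SD above its plate mean, without a fluorescence outlier flag or 80% toxicity; inconclusive = no clear call, values can overlap the other calls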;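 note: spot-positive cell cutoff set from DMSO-treated cells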
Ins promoter up: insulin promoter activators in MIN6 cells, imaging, high-content screening, mouse beta cells; MIN6 insulin promoter-GFP reporter; active compounds read high; z-score at 5 µM; 190,000 compounds, 0.3% hits; AID 1625, 2009;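 active = z-score above 3 at 5 µM with at least 500 cells counted in the well; inconclusive = wells under 500 cells, flagged as cytotoxic or low count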
MT stabilizer: microtubule stabilizers in HeLa cells, primary screen, imaging, high-content imaging | HeLa tubulin immunostaining HCS, 24 h; share of cells brighter than vehicle mean+2SD | % tubulin-high responders, % at 10 µM | 200,000 compounds, 0.83% hits;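 active = plate Z-score above 3 for both tubulin-high and condensed-nucleus cell shares, with cell loss under 80%, at 10 µM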;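 note: anti alpha tubulin signal scored within the nucleus-defined area of each cell; some results filed as inactive read as strong as hits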
bCat nuc transl: modulators of beta-catenin nuclear translocation, primary screen, imaging, HeLa cells, immunofluorescence, high-content | nuclear translocation activity, % at 5 µM | AID 1665, 2009 | 190,000 compounds, 0.3% hits;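 active = nuclear translocation activity above 50% at 5 µM, with a well cell count of 50 or more; inconclusive = wells under 50 cells across six images, flagged as toxic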;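 note: per-cell ratio of nuclear to cytoplasmic median beta-catenin stain intensity; plate controls were DMSO negative control for no effect and GSK-3 inhibitor IX positive control for full effect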
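Read-out: Nuclear/cytoplasmic beta-catenin signal ratio, % activation | Assay system: Human HeLa cell line | Times: 24 h compound exposure at 37°C, 5% CO2 | Signal: Fluorescence imaging of beta-catenin antibody stain plus DAPI | Dosing: 5 µM primary, 0.02–20 µM confirmation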
Dynein transport cytoplasmic EGFP: also measured in Dynein transport; calls as there; z-score; measured here: cytoplasmic GR-EGFP intensity; active compounds read high
Dynein transport nuclear GR-EGFP: further read-out of Dynein transport, marked with its call; z-score; measured here: nuclear GR-EGFP intensity;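 lower value marks the stronger effect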
Dynein transport cell count: recorded beside Dynein transport, whose call it bears; z-score; measured here: cell count per field
Ins promoter up cell count: recorded beside Ins promoter up, whose call it bears; cell count; measured here: cytotoxicity, nuclei count;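 total cells summed across four imaged fields per well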
bCat nuc transl cell count 5 µM: second read-out of bCat nuc transl, no call of its own (marks repeat the call); cell count; measured here: cell count, cytotoxicity flag
MT stabilizer Hoechst-high %: also measured in MT stabilizer; calls as there; % Hoechst-high responders; measured here: nuclear condensation Hoechst responders;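 share of cells brighter than vehicle mean plus two SD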
MT stabilizer cytotoxicity %: second read-out of MT stabilizer, no call of its own (marks repeat the call); toxicity, %; measured here: cytotoxicity by cell density;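 0% = mean cell density of plate MIN control wells and 100% = no cells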
Autophagy mod cell loss 18 h: further read-out of Autophagy mod, marked with its call; toxicity, %; measured here: cell loss, nuclei count;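 cell loss after 18 h compound exposure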
An asterisk follows results filed as active; i = inactive; ? = inconclusive; · = no result given.

Values run as follows: NOD1 inhibition	Dynein transport	Dynein transport cytoplasmic EGFP	Dynein transport nuclear GR-EGFP	Dynein transport cell count	Yfh1-depleted yeast	P. falciparum M17LAP	NOD2 inhibition	Autophagy mod	Autophagy mod cell loss 18 h	Ins promoter up	Ins promoter up cell count	MT stabilizer	MT stabilizer Hoechst-high %	MT stabilizer cytotoxicity %	bCat nuc transl	bCat nuc transl cell count 5 µM
1) Cn1nc([N+](=O)[O-])nc1Oc1ccc2ccccc2c1
→ -8%	-1	-0.017	-0.5	0.57	i	-6%	10%	i	1	·	·	2.2	1.6	3.9	·	·
2) CCC(Oc1ccccc1)C(=O)Nc1cc(C)on1 (stereo not given)
→ -12%	1.2	0.15	1.1	-1.7	i	10%	-6%	·	·	-0.49	1641	3.0	2.3	7.7	2.0	1024
3) COCCNc1nc(C(C)(C)C)nc2c1nnn2Cc1ccccc1Cl
→ 9%	1.5	0.065	0.96	-0.57	i	-5%	-4%	i	10	-0.19	1154	2.7	2.6	20	·	·
4) COC(=O)c1ccc(CSc2ccc3nnc(-c4cccc(F)c4)n3n2)o1
→ -1%	-0.41	-0.14	-0.04	-0.18	i	6%	12%	i	4	-1.9	1628	1.3	3.8	10	2.8	919
5) CCOc1ccc(-c2cn[nH]c2N)cc1
→ -10%	-0.15	-0.17	0.22	-0.074	i	-9%	-4%	i	-8	·	·	2.6	1.2	8.0	·	·
6) Cc1cccc(OCC(=O)N=Nc2c(O)[nH]c3ccc([N+](=O)[O-])cc23)c1
→ 1%	0.73	-0.21	0.21	-0.8	i	-6%	10%	·	·	2	1472	·	·	·	1.7	1357
7) CCN(CCO)c1ccc(N=Nc2cc(C)[nH]n2)cc1
→ 2%	-0.66	-0.24	-0.36	0.77	>100µM*	41%	-32%	·	·	-0.08	1084	·	·	·	0.2	1369
8) CC1(C)CC(NS(=O)(=O)c2ccc(S(=O)(=O)N3CCOCC3)cc2)CCO1 (stereo not given)
→ 5%	-0.33	-0.21	-0.011	0.44	i	-10%	1%	i	-20	-0.24	1181	1.5	2.0	7.5	-6.0	991
9) COc1cccc(C2C3=C(CC(C)(C)CC3=O)Nc3cc4c(cc32)OCO4)c1 (stereo not given)
→ -5%	-0.36	-0.29	-0.033	0.42	i	1%	-10%	i	5	-0.03	966	2.9	3.5	4.4	·	·
10) CCOc1cc(/C=N/N=C2/NC(=O)C(CC(=O)O)S2)ccc1OS(=O)(=O)c1ccc(C)cc1 (stereo not given)
→ -30%	-0.11	-0.18	-0.42	0.73	i	27%	-19%	i	-19	·	·	1.4	2.6	9.2	0.9	1514
11) O=C(CN(Cc1ccccc1)S(=O)(=O)c1ccc(Br)cc1)N/N=C/c1ccccc1C(=O)O
→ -1%	-0.42	-0.24	-0.33	0.79	i	2%	35%	·	·	-1.4	1445	·	·	·	0.4	1336
12) CC(C(=O)NC1CCCC1)N(c1ccc(Oc2ccccc2)cc1)S(C)(=O)=O (stereo not given)
→ -43%	1	-0.25	1.1	-0.42	i	9%	12%	i	20	0.2	1537	2.6	1.0	12	-2.5	1107
13) CCn1cc([N+](=O)[O-])c(C(=O)Nc2ccn(Cc3ccccc3)n2)n1
→ -40%	-0.093	-0.046	-0.15	0.33	i	11%	-10%	i	-6	?	·	3.5	2.9	8.7	-0.8	571
14) O=C(c1ccc2c(c1)OCO2)N(CC1CCCO1)C1(C(=O)NC2CCCCC2)CCCCC1 (stereo not given)
→ 25%	0.11	-0.27	0.24	-0.016	i	1%	-1%	i	28	-0.18	907	1.1	0.7	5.0	·	·
15) COc1ccccc1N1CCN(S(=O)(=O)c2cc(C(F)(F)F)cc(C(F)(F)F)c2)CC1
→ -6%	-1.4	-0.28	-0.69	1.8	i	5%	-7%	·	·	·	·	·	·	·	-0.3	1147
16) O=C(Nc1ccccc1Br)C1CCN(C(=O)Cc2ccccc2)CC1
→ -31%	1	-0.36	0.95	0.03	i	17%	2%	i	3	2	1279	2.2	2.1	3.0	·	·
17) CSc1nnc(-c2ccccc2SC)o1
→ -18%	1.1	-0.24	1	-1.3	i	-6%	11%	i	-1	0.72	1126	2.8	1.8	0.3	-0.9	1136
18) COc1ccc(CC(=O)NCC(=O)N/N=C(/C)c2ccco2)cc1
→ -16%	-0.27	0.053	0.021	0.7	i	3%	13%	i	13	·	·	1.7	1.8	7.3	-2.8	567
19) CC(C)(C)n1ncc2c(=O)n(CC(=O)Nc3ccc4c(c3)OCCO4)cnc21
→ -26%	0.4	-0.19	0.52	-0.69	i	2%	-16%	i	-57	0.14	1652	2.6	3.1	16	-2.8	1427
20) CC(=O)Nc1c(O)nc(C)[nH]c1=O
→ 1%	-1.1	-0.13	-0.3	1.8	i	-4%	12%	·	·	·	·	·	·	·	-1.1	1307
21) Cc1[nH]c(C)c(C(=O)O)c1CNC1CCCCC1C (stereo not given)
→ -8%	-0.69	-0.19	0.36	0.57	i	-6%	12%	i	-5	-0.28	1302	5.5	2.3	7.9	1.5	1136
22) O=C(O)c1cccc(NC(=O)c2cccc(S(=O)(=O)N3CCc4ccccc4C3)c2)c1
→ -39%	-0.6	-0.31	0.16	0.32	i	-2%	-6%	i	17	0.26	1507	2.1	1.8	8.4	-5.8	1099
23) Cc1cc(C)c(NC(=O)C(C)c2cccc(C(=O)c3ccccc3)c2)c(C)c1 (stereo not given)
→ 4%	1.1	-0.19	1.2	-1	i	10%	21%	i	-18	0.25	1510	1.5	1.5	9.7	-0.7	1341
24) CCOC(=O)C1=C(C)C2C3C(=O)N(c4ccccc4C)C(=O)C3C1(C)C1C(=O)N(c3ccccc3C)C(=O)C21 (stereo not given)
→ -24%	-0.7	-0.2	-0.8	1.2	i	18%	20%	i	2	0.01	1254	3.0	3.2	4.6	-3.5	548
25) CCN(CC(=O)NCc1cccs1)C(=O)c1ccccc1F
→ -18%	-0.55	0.42	0.14	0.58	i	0%	6%	i	0	0.01	1251	2.7	2.7	13	1.2	1081
26) O=S(=O)(NCc1ccco1)c1cnc(Cl)c(Br)c1
→ -22%	-0.092	-0.26	-0.015	-0.069	i	4%	1%	i	-15	-0.15	1186	1.2	4.3	8.1	-0.5	558
27) CS(=O)(=O)N(CCc1ccccc1)CC(=O)NCc1ccc2c(c1)OCO2
→ -15%	-1.3	-0.11	-0.71	0.61	i	5%	-23%	i	-2	0.03	1515	0.6	2.1	8.4	-0.4	1023
28) O=C1c2ccccc2C(=O)N1Cc1nc(-c2ccncc2)no1
→ -16%	0.12	-0.23	0.71	-0.17	i	2%	8%	i	31	0.71	1230	2.3	1.2	6.9	-0.2	1155
29) O=C(CCCn1c(=O)[nH]c2ccccc2c1=O)N1CCN(c2ccccn2)CC1
→ -3%	2.2	-0.14	2.3	-1.5	·	-2%	14%	i	19	0.19	1071	2.6	1.8	6.9	0.8	436
30) Cc1ccc(OCC(=O)Nc2oc(-c3ccccc3)c(-c3ccccc3)c2C#N)cc1
→ ·	-0.47	-0.28	-0.02	0.084	i	·	·	i	-9	·	·	2.1	2.3	9.6	·	·

Entries above that have a Cl atom (2):
Values run as follows: NOD1 inhibition	Dynein transport	Dynein transport cytoplasmic EGFP	Dynein transport nuclear GR-EGFP	Dynein transport cell count	Yfh1-depleted yeast	P. falciparum M17LAP	NOD2 inhibition	Autophagy mod	Autophagy mod cell loss 18 h	Ins promoter up	Ins promoter up cell count	MT stabilizer	MT stabilizer Hoechst-high %	MT stabilizer cytotoxicity %	bCat nuc transl	bCat nuc transl cell count 5 µM
3) COCCNc1nc(C(C)(C)C)nc2c1nnn2Cc1ccccc1Cl
→ 9%	1.5	0.065	0.96	-0.57	i	-5%	-4%	i	10	-0.19	1154	2.7	2.6	20	·	·
26) O=S(=O)(NCc1ccco1)c1cnc(Cl)c(Br)c1
→ -22%	-0.092	-0.26	-0.015	-0.069	i	4%	1%	i	-15	-0.15	1186	1.2	4.3	8.1	-0.5	558

(further entries)
Values run as follows: NOD1 inhibition	Dynein transport	Dynein transport cytoplasmic EGFP	Dynein transport nuclear GR-EGFP	Dynein transport cell count	Yfh1-depleted yeast	P. falciparum M17LAP	NOD2 inhibition	Autophagy mod	Autophagy mod cell loss 18 h	Ins promoter up	Ins promoter up cell count	MT stabilizer	MT stabilizer Hoechst-high %	MT stabilizer cytotoxicity %	bCat nuc transl	bCat nuc transl cell count 5 µM
31) CC1=C(C#N)C(Nc2cc(C)ccn2)(C(F)(F)F)C(=O)N1 (stereo not given)
→ 1%	-0.19	-0.016	-0.015	0.12	i	0%	0%	i	2	0.45	869	2.2	1.9	15	·	·
32) O=S(=O)(c1ccc(OCC(O)CNC23CC4CC(CC(C4)C2)C3)c(Cl)c1)N1CCOCC1 (stereo not given)
→ -44%	0.63	-0.28	0.61	-0.39	i	-11%	12%	i	5	-0.53	993	5.2	2.1	10	0.2	980
33) CC(C)OC(=O)c1cccc(C(=O)Oc2ccccc2)n1
→ -11%	-0.36	-0.26	-1	0.34	i	0%	-3%	i	-9	-0.56	1631	1.2	1.8	12	-0.1	1292
34) COC(=O)c1ccc(NC(=O)CNS(=O)(=O)c2cccs2)cc1
→ -2%	0.059	-0.27	-0.13	0.62	i	7%	8%	i	7	0.35	852	1.4	1.3	1.3	1.1	1124
35) O=C(NC(=S)Nc1cc(C(F)(F)F)ccc1N1CCOCC1)c1ccco1
→ 7%	1.4	-0.27	0.27	0.3	i	-4%	7%	·	·	-0.06	982	·	·	·	-0.1	1336

This is a subset; count on the stated rates, not on these rows.
